High-throughput results (PubChem BioAssay)
TDP1 cell CPT: growth inhibition of DT40 Tdp1-/-;hTDP1 cells with camptothecin (screen for TDP1 inhibitors); chicken DT40 Tdp1-/-;hTDP1 cells + 20 nM CPT, ATP luminescence, 48 h; Potency, µM (titrated, usually from 46.2 µM), without a hit: top-dose activity change, negative = growth inhibition, usual class: inhibitors; hit rate 12% among 420,000; AID 686979; also: nearly all actives have a fitted effect of over 55% in size
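Chicken DT40 Tdp1-/- cells complemented with human TDP1, 400 cells/well, exposed to compounds plus 20 nM camptothecin for at least 48 h at 37 C; viability read as ATP content by CellTiter-Glo luminescence.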
KAT2A inh: GCN5L2 (KAT2A) acetyltransferase inhibition; GCN5L2 HAT assay, ThioGlo1 CoA-SH fluorescence; hit rate 0.21% among 390,000; Q92830; Potency, µM (titrated, usually from 58.9 µM), without a hit: at the highest dose activity change, negative = inhibition, usual class: inhibitors; AID 504327
Target sequence (Q92830 whole entry, looked up): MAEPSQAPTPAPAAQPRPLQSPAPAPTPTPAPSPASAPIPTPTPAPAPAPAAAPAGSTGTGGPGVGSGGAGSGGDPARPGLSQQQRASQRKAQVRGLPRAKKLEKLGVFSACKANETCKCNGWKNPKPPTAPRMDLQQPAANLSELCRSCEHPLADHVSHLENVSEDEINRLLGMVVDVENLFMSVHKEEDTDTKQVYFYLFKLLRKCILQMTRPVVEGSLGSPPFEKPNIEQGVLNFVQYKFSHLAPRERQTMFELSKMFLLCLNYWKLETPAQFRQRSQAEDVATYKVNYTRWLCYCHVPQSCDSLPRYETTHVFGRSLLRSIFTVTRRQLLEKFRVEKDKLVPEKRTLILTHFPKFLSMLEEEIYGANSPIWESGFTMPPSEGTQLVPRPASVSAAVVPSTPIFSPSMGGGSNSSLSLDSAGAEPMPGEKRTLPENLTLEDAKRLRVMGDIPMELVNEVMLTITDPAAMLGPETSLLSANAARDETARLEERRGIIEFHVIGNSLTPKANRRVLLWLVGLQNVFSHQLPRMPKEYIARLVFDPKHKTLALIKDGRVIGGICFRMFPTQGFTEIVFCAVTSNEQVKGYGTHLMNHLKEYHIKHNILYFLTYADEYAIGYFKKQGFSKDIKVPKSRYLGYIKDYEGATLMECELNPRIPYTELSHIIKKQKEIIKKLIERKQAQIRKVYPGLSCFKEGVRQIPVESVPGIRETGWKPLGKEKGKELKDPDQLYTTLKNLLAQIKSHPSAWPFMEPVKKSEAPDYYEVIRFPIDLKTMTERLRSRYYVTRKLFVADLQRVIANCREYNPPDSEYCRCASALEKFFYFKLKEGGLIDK
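Fluorescence readout, Ex340nm/Em540nm: ThioGlo1 (50uM final) reacts with free CoA thiol released as 20nM GCN5L2 acetylates H3(1-25) peptide (75uM) using acetyl-CoA (70uM). Compound and enzyme sat 15 min beforehand; 20 min room-temperature reaction.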
DT40 TDP1 no CPT: qHTS for Inhibitors of human tyrosyl-DNA phosphodiesterase 1 (TDP1): qHTS in cells in absence of CPT. DT40 Tdp1-/- hTDP1 cells, no CPT, ATP luminescence, 48 h. Potency, µM (highest dose often 46.2 µM), inactives show at the top dose activity change, negative = growth inhibition, actives largely listed as inhibitors. hit rate 15% among 420,000. AID 686978, 2013; also: nearly all actives have a fitted effect of over 55% in size
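DT40 Tdp1-/-;hTDP1 cells, no CPT (DMSO vehicle only), 400 cells/well; compounds pin-transferred; ≥48 hr, 37 °C; CellTiter-Glo 30 min RT dark, luminescence read.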
* = called active by the depositor; ? = inconclusive; · = no result given. Calls follow the shape of the dose curve; as a rule, active = well fitted curve in the direction sought with a large enough effect; inconclusive = small, poorly fitted or top-dose-only effect, or another doubt; inactive = no such curve, though single readings can be large; an effect the other way counts as inactive or inconclusive. % is scaled to controls: 0 for no effect and ±100 for the full control effect; potency is read from the fitted curve at half-maximal effect.

The first four compounds, to show the layout:
The line under a structure holds: DT40 TDP1 no CPT, TDP1 cell CPT, KAT2A inh
- Cc1ccc(-n2c3nc(=O)[nH]c(=O)c-3cc3cc([N+](=O)[O-])ccc32)cc1C
 : 1.3µM*, 0.58µM*, -11%
- O=C1c2ccccc2C(=O)c2c1ccc1c(=O)n(C3CCCCC3)[nH]c21
 : 23µM*, ?, -19%
- Cc1ccc(-n2c3c(cc(C(=O)Nc4ccccc4C(N)=O)c2=O)C(=O)CC(C)(C)C3)cc1
 : -24%, -1%, -6%
- CCC(=O)Nc1c2c(nn1-c1ccc(F)cc1)CS(=O)(=O)C2
 : -1%, 7%, -17%

All compounds of this part, repeating the preview:
The line under a structure holds: DT40 TDP1 no CPT, TDP1 cell CPT, KAT2A inh
- Cc1ccc(-n2c3nc(=O)[nH]c(=O)c-3cc3cc([N+](=O)[O-])ccc32)cc1C
 : 1.3µM*, 0.58µM*, -11%
- O=C1c2ccccc2C(=O)c2c1ccc1c(=O)n(C3CCCCC3)[nH]c21
 : 23µM*, ?, -19%
- Cc1ccc(-n2c3c(cc(C(=O)Nc4ccccc4C(N)=O)c2=O)C(=O)CC(C)(C)C3)cc1
 : -24%, -1%, -6%
- CCC(=O)Nc1c2c(nn1-c1ccc(F)cc1)CS(=O)(=O)C2
 : -1%, 7%, -17%
- O=C(Cn1cc2c(n1)CCCCC2)N1CCc2ccccc21
 : -13%, ?, -9%
- Cc1nnc(N2CCC(C(=O)N3CCCCCC3)CC2)c2nn(-c3ccc(Cl)cc3)c(C)c12
 : ?, 18µM*, -7%
- O=S1(=O)CC(O)C(NCCO)C1 (centres undefined)
 : 1%, 9%, -8%
- COc1ccc(CN2C(=O)c3cccnc3C2=O)cc1S(=O)(=O)N1CC(C)CC(C)C1 (centres undefined)
 : ?, ?, -6%
- CSc1cccc(NC(=O)CN(Cc2ccc(Cl)cc2)S(C)(=O)=O)c1
 : ?, -27%, 2%
- CC(=O)COc1ccc2cc(-c3ccccc3)c(=O)oc2c1
 : ?, 2%, -13%
- CCc1ccc(-c2nc(SCC(=O)NCCOC)c(-c3ccc(C)cc3)[nH]2)cc1
 : ?, -25%, -11%
- Cc1cc[n+](-c2[nH]c(=O)sc2/C=N/N=C(\[O-])c2ccncc2)cc1
 : 2%, -12%, -5%
- S=c1[nH]nc(-c2ccco2)n1-c1cccc2ccccc12
 : -3%, 2%, -8%
- COCCCNC(=O)Cn1nnc(-c2ccccc2NC(=O)c2ccccc2F)n1
 : -14%, 4%, -3%
- Cc1cccc(NCCC#N)c1
 : 4%, -2%, 2%

Quoted at random: six entries already listed
The line under a structure holds: DT40 TDP1 no CPT, TDP1 cell CPT, KAT2A inh
- O=C(Cn1cc2c(n1)CCCCC2)N1CCc2ccccc21
 : -13%, ?, -9%
- S=c1[nH]nc(-c2ccco2)n1-c1cccc2ccccc12
 : -3%, 2%, -8%
- Cc1nnc(N2CCC(C(=O)N3CCCCCC3)CC2)c2nn(-c3ccc(Cl)cc3)c(C)c12
 : ?, 18µM*, -7%
- COc1ccc(CN2C(=O)c3cccnc3C2=O)cc1S(=O)(=O)N1CC(C)CC(C)C1 (centres undefined)
 : ?, ?, -6%
- O=S1(=O)CC(O)C(NCCO)C1 (centres undefined)
 : 1%, 9%, -8%
- Cc1ccc(-n2c3nc(=O)[nH]c(=O)c-3cc3cc([N+](=O)[O-])ccc32)cc1C
 : 1.3µM*, 0.58µM*, -11%

Additional compounds follow.
The line under a structure holds: DT40 TDP1 no CPT, TDP1 cell CPT, KAT2A inh
- N#CCC(CNc1ncc(C(F)(F)F)cc1Cl)OC(=O)c1cccc([N+](=O)[O-])c1 (centres undefined)
 : ?, ?, -1%
- CCOc1ccc(Nc2nnc(SCc3nc4ccccc4c(=O)[nH]3)s2)cc1
 : 18µM*, 18µM*, 20%
- CCCNC(=O)CN1C(=O)c2ccccc2Sc2ncccc21
 : -12%, 4%, 2%
- COc1c(C)cc(C(=O)C2CCCN(C(=O)C3=C(C)OCCO3)C2)cc1C (centres undefined)
 : ?, ?, -4%
- CC(C)(C)NC(=O)/C(=C\c1ccc(Br)cc1)NC(=O)c1cccs1
 : ?, -2%, 21%
- COc1ccc(NC(=S)NCc2cccnc2)cc1
 : ?, -1%, -2%
- CCOC(=O)C1=C(C)Nc2ccccc2N=C1NC(=O)C1CCN(C(=O)c2ccccc2C)CC1
 : -18%, ?, 2%
- O=C(O)C(=O)Nc1nc(-c2ccc3c(c2)OCCO3)cs1
 : -4%, -4%, -4%
- CCOC(=O)c1c(NC(=O)CSc2cn(CCNC(=O)c3ccccc3OC)c3ccccc23)sc2c1CCC2
 : ?, ?, -12%
- CCCCN(C(=O)c1cc(S(=O)(=O)N2CCCCC2)ccc1Cl)c1c(N)n(CCC)c(=O)[nH]c1=O
 : -4%, -18%, ·
- C=CCOc1ccccc1C1C2=C(CC(C)(C)CC2=O)Nc2c1c(=O)n(C)c(=O)n2C (centres undefined)
 : -9%, -11%, -8%
- C/C=C/C(=O)Nc1nnc(-c2ccccc2C)s1
 : -19%, -6%, 0%
- CCC(CO)NCc1ccc2c(c1)n(C)c(=O)n2C (centres undefined)
 : -2%, -18%, -1%
- CC1CCN(S(=O)(=O)N2CCC(C(=O)NCc3cccs3)CC2)CC1
 : ?, -3%, -4%
- Cc1ccc(NC(=O)c2sc3ncn(CC(=O)N4CCN(c5ccccn5)CC4)c(=O)c3c2C)cc1
 : ?, -14%, ·

More structures.
The line under a structure holds: DT40 TDP1 no CPT, TDP1 cell CPT, KAT2A inh
- COc1ccc(-c2cc(C(F)(F)F)n3nc(C(=O)N4CCOCC4)nc3n2)cc1
 : -1%, 12%, -16%
- Cn1c(=O)c2c(nc(SCCN3CCCCC3)n2C)n(C)c1=O
 : 8%, 9%, -8%
- C[N+]1(C)CC2([N+](=O)[O-])CC=C(Oc3ccccc3)C([N+](=O)[O-])(C2)C1 (centres undefined)
 : -14%, 25%, 2%
- CC(C)(C)NC(=O)C1c2ccccc2OCC(=O)N1CC(F)(F)F (centres undefined)
 : -12%, 0%, ·
- CCS(=O)(=O)c1nc(S(=O)(=O)c2ccc(C)cc2)c(N2CCN(CCO)CC2)s1
 : 16%, 4%, -2%
- Cc1ccc(C)c(N2CCN(C3(c4ccccc4)C(=O)c4ccccc4C3=O)CC2)c1
 : -23%, -10%, -14%
- COc1ccc(CC(=O)OCc2cc(=O)n3cc(Br)ccc3n2)cc1OC
 : -13%, 12%, 1%
- O=C(NCc1ccc(Cl)cc1)c1n[nH]c([N+](=O)[O-])c1Cl
 : ?, -29%, -8%
- CCn1c(CSc2nc3ccccc3s2)nnc1SCC(=O)c1ccc(O)cc1O
 : -6%, ?, -4%
- Cn1nnnc1SCC(=O)c1ccc(Br)s1
 : -27%, -4%, 17%
- CCOc1cc(CNc2ccc(N3CCCCC3)cc2)cc(Br)c1OCC(=O)NC(C)(C)C
 : 16µM*, ?, -10%
- Cc1cccc2nc(-c3ccco3)oc(=O)c12
 : -18%, -2%, -4%
- COC(=O)c1ccc([C@@H]2C[C@H]3CN(Cc4cccnc4)C(=O)[C@]34CCCN24)cc1
 : -24%, 11%, -8%
- CCN(CC)c1ccc2c(c1)oc(=O)c1c(Cl)cc(=O)oc12
 : 5.2µM*, 2.6µM*, -12%
- CCc1nnc(NC(=O)CSc2nc3cccnc3n2C2CCCCC2)s1
 : -25%, -16%, -1%

Molecules above that contain a CF3 group (3):
The line under a structure holds: DT40 TDP1 no CPT, TDP1 cell CPT, KAT2A inh
- N#CCC(CNc1ncc(C(F)(F)F)cc1Cl)OC(=O)c1cccc([N+](=O)[O-])c1 (centres undefined)
 : ?, ?, -1%
- COc1ccc(-c2cc(C(F)(F)F)n3nc(C(=O)N4CCOCC4)nc3n2)cc1
 : -1%, 12%, -16%
- CC(C)(C)NC(=O)C1c2ccccc2OCC(=O)N1CC(F)(F)F (centres undefined)
 : -12%, 0%, ·

Going on with the list:
The line under a structure holds: DT40 TDP1 no CPT, TDP1 cell CPT, KAT2A inh
- c1cc(-c2ccc(N3CCOCC3)cc2)n2ccnc2c1
 : ?, ?, ·
- CC(C)Cn1c(N)c(/C=N/NC(=O)c2ccc(Cl)cc2)c(=O)n(C)c1=O
 : 0%, 3%, -11%
- CCc1ccc(/C=C(\Cl)c2nc3cc(Cl)ccc3c(=O)[nH]2)cc1
 : ?, ?, -1%
- Cc1ccccc1S(=O)(=O)N1CCN(c2ccc3c(c2)C2CC3CCN2C(=O)OCc2ccccc2)CC1 (centres undefined)
 : 16µM*, ?, ·
- CNc1ccc(/C=C(\C#N)c2ccccn2)cc1[N+](=O)[O-]
 : -17%, -1%, -6%
- CC1CCN(c2ccc3nnc(CCC(=O)Nc4ccc(F)cc4)n3n2)CC1
 : ?, ?, -4%
- COc1ccccc1NC(=O)/C(N=Nc1ccc(C)c(S(=O)(=O)Nc2ccccc2Cl)c1)=C(\C)O
 : 18µM*, 18µM*, -6%
- CC(C)(C)CCN1CCC(CN2CCNC(=O)C2=O)CC1
 : -13%, -5%, ·
- Cc1cc(O)c(C)c(O)c1C(=O)O
 : -13%, 0%, -2%
- Cc1cc([N+](=O)[O-])c(NC2CCCCC2)c([N+](=O)[O-])c1
 : -10%, 1%, ·

Some values from the entries so far:
COc1ccccc1NC(=O)/C(N=Nc1ccc(C)c(S(=O)(=O)Nc2ccccc2Cl)c1)=C(\C)O | DT40 TDP1 no CPT: 18µM*
CCc1ccc(/C=C(\Cl)c2nc3cc(Cl)ccc3c(=O)[nH]2)cc1 | KAT2A inh: -1%
Cc1ccccc1S(=O)(=O)N1CCN(c2ccc3c(c2)C2CC3CCN2C(=O)OCc2ccccc2)CC1 (centres undefined) | DT40 TDP1 no CPT: 16µM*
